M1 PAM parental – counter-screen for M1 PAMs: effect in parental CHO-K1 cells | ATP EC20, Fluo-8 calcium fluorescence; 0% at ATP EC20, 100% at ATP max | activation, % at 3 µM | 360,000 tested, 0.02% active;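 active means activation above the run cutoff, the mean activation of all test compounds plus 3 SD, cut at about 40% in these data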;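 further: peak over basal fluorescence ratio in a 140 s read after ATP addition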
CHRM4 PAM – positive allosteric modulators of human muscarinic M4 receptor; activation, % at 3 µM; P08173; CHO-K1 hM4/Gqi5, Fluo-8 calcium fluorescence, ACh EC20; 0% = ACh EC20, 100% = maximal ACh; 360,000 tested, 0.4% active;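 active means activation above its plate's cutoff, the mean activation of sample wells plus 3 SD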; further: some results filed as inactive read as strong as hits
M5 antag – antagonists of human muscarinic M5 receptor (CHRM5); P08912; CHO-hM5 cells, Fluo-8 calcium fluorescence, ACh EC80; inhibition, % at 3 µM; 360,000 tested, 0.59% active;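 active means inhibition above a per-plate cutoff, the mean of that plate's test compounds plus 3 SD, cut at about 27% in these data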;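 further: 0% = acetylcholine EC80 with DMSO and 100% = DMSO without agonist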
Target sequence (P08912 whole entry, looked up): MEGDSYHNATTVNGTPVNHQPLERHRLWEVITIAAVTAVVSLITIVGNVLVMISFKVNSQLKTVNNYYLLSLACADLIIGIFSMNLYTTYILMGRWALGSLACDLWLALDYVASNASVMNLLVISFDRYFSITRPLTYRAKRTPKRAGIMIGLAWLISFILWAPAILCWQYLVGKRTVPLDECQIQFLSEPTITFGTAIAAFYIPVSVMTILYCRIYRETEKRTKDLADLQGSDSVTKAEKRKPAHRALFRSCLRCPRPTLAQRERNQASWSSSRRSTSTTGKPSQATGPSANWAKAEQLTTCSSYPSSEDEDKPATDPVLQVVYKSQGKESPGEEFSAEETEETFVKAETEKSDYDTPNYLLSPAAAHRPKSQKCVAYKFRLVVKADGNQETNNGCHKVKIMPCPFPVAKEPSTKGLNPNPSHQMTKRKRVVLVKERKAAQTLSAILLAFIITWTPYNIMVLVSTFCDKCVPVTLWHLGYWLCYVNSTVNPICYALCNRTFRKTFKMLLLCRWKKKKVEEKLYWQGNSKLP
CRFBP-R2 block – antagonists of CRF-binding protein/CRF-R2 receptor complex | inhibition, % at 11.8 µM | AID 588475 | HEK293 CRF-R2/CRF-BP, CRF-induced calcium fluorescence | 350,000 tested, 0.59% active;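 active means inhibition of the ligand-induced calcium signal above about 50% at the single tested concentration, limit read from the data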
TAAR1 antag – human TAAR1 antagonism; Q96RJ0; CHO RD-HGA16 TAAR1, Fluo-8 calcium fluorescence, antagonist; inhibition, % at 3 µM; 360,000 tested, 1.5% active;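 active means inhibition above a per-plate cutoff, the mean inhibition of test compounds on that plate plus 3 SD, cut at about 49% in these data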;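 further: 0% = DMSO plus EC80 beta-PEA response and 100% = DMSO alone without agonist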
Target sequence (Q96RJ0 whole entry, looked up): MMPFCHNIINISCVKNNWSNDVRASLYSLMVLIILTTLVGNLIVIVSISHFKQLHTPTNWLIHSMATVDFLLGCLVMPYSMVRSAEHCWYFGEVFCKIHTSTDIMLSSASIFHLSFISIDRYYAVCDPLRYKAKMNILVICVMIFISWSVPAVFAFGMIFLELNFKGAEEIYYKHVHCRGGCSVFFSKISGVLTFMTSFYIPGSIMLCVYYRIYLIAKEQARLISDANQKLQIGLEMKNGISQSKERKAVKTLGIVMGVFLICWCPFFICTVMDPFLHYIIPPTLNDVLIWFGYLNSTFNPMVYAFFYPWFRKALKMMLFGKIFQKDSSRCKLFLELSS
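Test system: CHO RD-HGA16 cells bearing hTAAR1 | Reagent: β-PEA, EC80 | Compound dosing: 3 µM, single point | Schedule: Dye loading 75 min at 37 °C, then 30 min room temperature | Signal: Calcium fluorescence with Fluo-8 | Evaluation: Percent inhibition of PEA-evoked calcium signal, max/basal emission ratio | Control set: DMSO-only wells and EC80 β-PEA-stimulated wells | Repeats: Singlicate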
M5 PAM – positive allosteric modulators of human muscarinic M5 receptor; CHO-K1 hM5, Fluo-8 calcium, ACh EC20 PAM; 0% = ACh EC20, 100% = ACh EC100; activation, % at 3 µM; AID 624038; 360,000 tested, 0.3% active;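 active means activation above the run cutoff, the mean activation of all test compounds plus 3 SD, cut at about 18% in these data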
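Measured by: Fluo-8 calcium fluorescence; material: human M5 receptor in CHO-K1 cells; schedule: Post-acetylcholine fluorescence recording 140 s; benchmarks: low control EC20 acetylcholine (0%), high control EC100 acetylcholine (100%); read-out: Max/basal fluorescence ratio as % of EC20–EC100 ACh window; compound: single dose, 3 µM nominal final test concentration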
CRFBP-R2 agonist – CRF-BP/CRF-R2 complex agonism; HEK293 CRF-R2/CRF-BP, calcium dye fluorescence (FLIPR); percent of saturating CRF peptide response; activation, % at 13.2 µM; 350,000 tested, 0.46% active;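 active means activation of at least 50%, plus an integration ratio under a set limit after plate pattern correction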;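 further: plate controls were neutral control wells without compound for no effect and CRF at EC100 for full effect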
TAAR1 ag – human TAAR1 agonism. activation, % at 3 µM. CHO RD-HGA16 TAAR1, Fluo-8 calcium fluorescence; vehicle wells 0%, saturating PEA agonist 100%. 360,000 tested, 0.99% active. AID 624467;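 active means activation above the mean activation of all test compounds in the run plus 3 SD, cut at about 38% in these data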
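Test system: RD-HGA16 (CHO) cells co-expressing Gα16 and hTAAR1; dosing: one-point dosing at 3 µM (nominal); timing: 17-24 h seeding, 75 min 37 °C dye, 30 min RT; signal: kinetic Fluo-8 calcium fluorescence; read-out basis: % activation relative to PEA EC100 response; controls: DMSO and PEA EC100; replicates: n 1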
CHRM5 agonist – CHRM5 agonism in calcium assay. 360,000 tested, 0.19% active. activation, % at 3 µM. CHO-K1 hM5 cells, Fluo-8 calcium fluorescence; 0% DMSO wells, 100% maximal acetylcholine response. AID 624037;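 active means activation above the run's mean over test compounds plus 3 SD, cut at about 23% in these data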;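 further: signal is peak over basal fluorescence ratio across the kinetic read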
Starred values were filed as active, the others as inactive; nt = no result given.

SMILES | M1 PAM parental | CHRM4 PAM | M5 antag | CRFBP-R2 block | TAAR1 antag | M5 PAM | CRFBP-R2 agonist | TAAR1 ag | CHRM5 agonist
Cn1c(SCC(=O)Nc2ccc3[nH]c(=O)[nH]c3c2)nnc1-c1ccc(F)cc1 | 7 | 0 | 11 | 3 | 10 | -8 | -0.7 | 3 | -1
CCCCCOc1cccc(C2C(C(=O)c3cccs3)=C(O)C(=O)N2CCN2CCOCC2)c1 (stereo unspecified) | -16 | 1 | -2 | 18 | -31 | 4 | -2.0 | 1 | 3
Cn1c(Cn2c(=O)sc3ccccc32)nnc1SCC(=O)N1CCCc2ccccc21 | 2 | -6 | 11 | 4 | -11 | -5 | -0.9 | 0 | 0
CN(CC(=O)Nc1ccccc1Br)Cc1nc2ccccc2c(=O)[nH]1 | 11 | 0 | -5 | -32 | 15 | 0 | 0.5 | 8 | 1
CC(C)Cn1c(=O)c2ccccc2n2c(CCC(=O)O)nnc12 | 8 | -4 | -1 | -1 | -5 | 4 | -0.9 | 1 | -4
CCCNC(=O)NC(=O)CN1C(=O)NC(C)(c2ccc3ccccc3c2)C1=O (stereo unspecified) | 2 | -1 | 6 | -2 | -18 | 4 | 0.7 | 0 | -1
Cc1ccc(C(=O)NCC(=O)OCc2nnc(-c3ccccc3)o2)cc1 | -6 | 0 | 20 | -5 | -16 | -8 | -0.1 | 0 | -5
COc1ccc(-n2nc(C(=O)NCC(=O)Nc3cccc(NC(C)=O)c3)c3ccccc3c2=O)cc1 | 2 | -12 | 7 | 0 | 36 | -8 | 0.9 | 5 | 2
CCOc1ccc(NC(=O)COc2cccc3cccnc23)cc1S(=O)(=O)N1CCCC1 | -8 | -8 | 14 | 7 | 47 | -13 | -0.5 | 12 | 2
CCCn1c(CCC(=O)O)ccc1-c1ccc(F)cc1 | 14 | 2 | 1 | 7 | 3 | 3 | 1.0 | -1 | -1

Single records, from the list above. Order of values: M1 PAM parental | CHRM4 PAM | M5 antag | CRFBP-R2 block | TAAR1 antag | M5 PAM | CRFBP-R2 agonist | TAAR1 ag | CHRM5 agonist
Cn1c(Cn2c(=O)sc3ccccc32)nnc1SCC(=O)N1CCCc2ccccc21 is listed with 2 | -6 | 11 | 4 | -11 | -5 | -0.9 | 0 | 0
CC(C)Cn1c(=O)c2ccccc2n2c(CCC(=O)O)nnc12 is listed with 8 | -4 | -1 | -1 | -5 | 4 | -0.9 | 1 | -4
CN(CC(=O)Nc1ccccc1Br)Cc1nc2ccccc2c(=O)[nH]1 is listed with 11 | 0 | -5 | -32 | 15 | 0 | 0.5 | 8 | 1
Cc1ccc(C(=O)NCC(=O)OCc2nnc(-c3ccccc3)o2)cc1 is listed with -6 | 0 | 20 | -5 | -16 | -8 | -0.1 | 0 | -5
CCCCCOc1cccc(C2C(C(=O)c3cccs3)=C(O)C(=O)N2CCN2CCOCC2)c1 (stereo unspecified) is listed with -16 | 1 | -2 | 18 | -31 | 4 | -2.0 | 1 | 3

Other results follow:
SMILES | M1 PAM parental | CHRM4 PAM | M5 antag | CRFBP-R2 block | TAAR1 antag | M5 PAM | CRFBP-R2 agonist | TAAR1 ag | CHRM5 agonist
COc1ccc(/C=C/c2nc3ccccc3n2Cc2ccccc2OC)cc1 | 9 | -11 | -7 | 2 | 18 | -6 | -0.4 | 8 | -7
CCOc1ccc(NC(=O)CCNC(=O)C2CCN(S(=O)(=O)c3ccccc3)CC2)cc1 | 0 | 0 | -4 | 7 | -13 | 5 | -2.3 | 3 | -1
CCCCn1c(O)c(N=NC(=O)Cn2c(C(F)(F)F)nc3ccccc32)c2ccccc21 | 17 | 9 | -2 | 4 | -6 | -5 | -0.9 | 0 | -1
Cn1c(=O)c2c(nc(OCCc3ccccc3)n2C)n(C)c1=O | -1 | 8 | -1 | 0 | 2 | -6 | 0.2 | 1 | -1
Cc1ccc(C)c(S(=O)(=O)N2C(=S)NC(=O)C2C(C)C)c1 (stereo unspecified) | 14 | 18 | -8 | -8 | 3 | 3 | 2.7 | 3 | -1
CCOC(=O)c1c(NC(=S)NCc2ccccc2)sc2c1CCN(C(=O)OCC)C2 | 2 | 0 | 2 | 8 | -7 | 2 | -2.7 | 0 | -3
CC(C(=O)Nc1ccc(S(=O)(=O)N2CCCC2)cc1)N1CCCC(C(N)=O)C1 (stereo unspecified) | -30 | -4 | 9 | -12 | -46 | -6 | 2.6 | 3 | -2
Cn1nnnc1Sc1ncnc2scc(-c3ccc4c(c3)OCO4)c12 | 10 | 3 | -6 | 6 | 13 | -1 | 4.9 | 6 | -10
COC(=O)CSc1n[nH]c(=S)s1 | 12 | 6 | 7 | 13 | 2 | -4 | -1.2 | -1 | -4
C[C@H](CO)N1C[C@H](C)[C@@H](CN(C)Cc2ccc3c(c2)OCO3)Oc2c(NS(C)(=O)=O)cccc2C1=O | 7 | 1 | 1 | 1 | -1 | 2 | -0.9 | 3 | 1
COC(=O)C1=NNCC12CC(=O)N(c1ccc(Br)cc1)C2=O (stereo unspecified) | 7 | 6 | -2 | -6 | 22 | 1 | -2.1 | 4 | 2
CSc1ccc(S(=O)(=O)NCC(=O)OCC(=O)N2CCCCC2C)cc1[N+](=O)[O-] (stereo unspecified) | 7 | 1 | 3 | 14 | -26 | 1 | -0.1 | 2 | 3
Oc1ccc(-c2cccc(-c3ccc(O)cc3)c2)cc1 | -1 | -1 | 6 | 7 | 10 | -10 | 1.4 | 1 | -3
COCC1CCN(C(=O)c2cc(COc3ccc(-n4cncn4)cc3)on2)C1 (stereo unspecified) | 19 | 3 | -9 | -2 | -19 | -1 | -2.3 | 2 | -1
COc1ccc(Oc2nc(Oc3ccc(OC)cc3)nc(Oc3ccc(OC)cc3)n2)cc1 | 4 | -10 | 5 | 19 | 15 | -6 | -1.2 | 3 | -1
COc1cc(O)c(C(CCN2CCCC2)c2ccc(N(C)C)cc2)c(OC)c1 (stereo unspecified) | 2 | -9 | 11 | -2 | 4 | 1 | -1.1 | 9 | -3
CCNC(=O)C1(C)CCCN(C(=O)c2cccc(C)c2C)C1 (stereo unspecified) | 11 | 9 | -5 | nt | -7 | 0 | nt | 0 | -2
COc1ccc(C(=O)NCCOC(C)C)cc1OC1CCN(C(C)=O)CC1 | -6 | -3 | 20 | -7 | -22 | 0 | 1.5 | 4 | -3
Cc1cccc(C)c1OCC(=O)NC(Cc1c[nH]c2ccccc12)C(=O)O (stereo unspecified) | 10 | 5 | -24 | 16 | -6 | 7 | -0.1 | 0 | -2
COc1ccc(F)cc1S(=O)(=O)N1CCCN(S(=O)(=O)c2cc(F)ccc2OC)CC1 | 14 | -9 | 4 | -2 | 38 | -18 | -1.1 | 17 | -4
O=C(NCCN1C(=O)CSC1=O)c1ccccc1 | 17 | 14 | -12 | 31 | 10 | 8 | 0.1 | 6 | 5
Cc1cccc(OCC(=O)Nc2ccc(S(=O)(=O)Nc3onc(C)c3C)cc2)c1C | 13 | 5 | 15 | -2 | -13 | -1 | -2.3 | -1 | -4
Cc1c(C(=O)N2CCc3ccccc32)oc2c1C(=O)CC(C)(C)C2 | 24 | -6 | -1 | -25 | 19 | -6 | 0.8 | 3 | -1
COc1ccc(N2C(=O)CS/C2=N\C(=S)Nc2ccccc2)cc1 | 14 | 9 | -2 | -11 | -10 | 2 | 0.1 | -2 | 1
CCN(CC)C(=S)SCC(=O)Nc1ccc(F)cc1 | 21 | -1 | -3 | -13 | 18 | 4 | -0.7 | 5 | 0
COc1ccc2[nH]c3c(c2c1)CNCC3 | 3 | -4 | -2 | 13 | -14 | 2 | 3.5 | 15 | -1
Cc1ccc(-c2nnn(CC(=O)N(CC(=O)NC3CCCC3)c3ccc(F)cc3)n2)o1 | -17 | -2 | 13 | 10 | -9 | -5 | -1.2 | 6 | -2
CC1CCN(c2nc3c(c(=O)n(C)c(=O)n3C)n2CCSc2nc3ccccc3s2)CC1 | 2 | -1 | 2 | -13 | -2 | -5 | -1.2 | 3 | -4
Cc1ccc(OCc2nc(C#N)c(N3CCCCC3)o2)cc1 | 3 | -3 | 11 | 2 | -17 | -11 | -0.8 | -1 | -11
C/C=C/Cn1c(SCc2ccc(C)cc2)nc2c1c(=O)[nH]c(=O)n2C | 8 | 11 | -1 | 2 | -7 | -7 | -3.5 | 0 | -1
Cc1cccc(C)c1OCc1cc(C(=O)N2CCNC(=O)C2)no1 | -10 | 1 | -3 | -10 | -23 | 5 | -0.8 | 3 | 2
CCOc1ccc(CCNC(=O)CSc2cc(=O)n(C)c3cc(Cl)ccc23)cc1OCC | -11 | 15 | 3 | -9 | 3 | -1 | 0.8 | -2 | -2
C=C[C@@H]1c2ccccc2N(S(=O)(=O)c2ccc(C)cc2)[C@H](c2ccc(C(=O)OC)cc2)C1(C#N)C#N | 5 | -1 | 8 | 5 | 4 | -5 | -1.2 | 6 | -4
NC(=O)c1ncc(C(F)(F)F)cc1Oc1cccnc1 | -4 | -5 | 12 | 15 | -9 | -19 | -1.1 | 2 | 0
COc1cc(/C=N\NC(=O)c2ccc(-c3ccccc3)cc2)cc(OC)c1OC(C)=O | 0 | 2 | 5 | -4 | 61* | -6 | 0.8 | 8 | -3
Nc1nc(Nc2ccccc2F)nc(N2CCCC2)c1[N+](=O)[O-] | 10 | 1 | 5 | -20 | -19 | 3 | -2.5 | 1 | -9
COc1ccc(C2C(C(=O)OCC(=O)N3CCCCC3)CCC(=O)N2c2ccc(OC)cc2)cc1 (stereo unspecified) | -16 | -2 | 4 | 0 | -3 | 3 | 0.2 | 1 | -9
COc1ccccc1N1CCN(C(=O)C2CC=CCC2C(=O)O)CC1 (stereo unspecified) | 8 | 7 | 0 | 2 | -8 | -3 | 0.1 | -2 | -7
Cc1cccc(NC(=O)c2nc(-c3ccccc3)n(-c3ccccc3)n2)c1C | -4 | 4 | 4 | 12 | 7 | 4 | -0.9 | 7 | -3
COc1ccc(OC)c(S(=O)(=O)NCCCn2ccnc2)c1 | -22 | -5 | 5 | -1 | -9 | 6 | 1.0 | 1 | -5
CCc1csc(CNC(=O)C2CCC(=O)N(Cc3cccc(OC)c3)C2)n1 (stereo unspecified) | 0 | 2 | 4 | -12 | 1 | 2 | -0.2 | 4 | 0
O=C(CCn1c(=O)sc2ccccc21)Nc1cccnc1 | 7 | 22 | 3 | -2 | 11 | -1 | -0.2 | 0 | 0
CC(OC(=O)c1nc(-c2ccccc2)n(-c2ccccc2)n1)C(=O)Nc1cc(Cl)cc(Cl)c1 (stereo unspecified) | 12 | -2 | 10 | -20 | -2 | -8 | -0.7 | 0 | -3
C=CCN(C(=O)CNC(=O)c1ccco1)C(C(=O)NC1CCCCC1)c1ccc(F)cc1 (stereo unspecified) | 13 | 1 | -7 | -9 | -15 | 6 | 1.4 | 0 | -8
Cc1ccc(S(=O)(=O)NCC(=O)NNC(=O)c2ccc(Br)cc2)cc1C | 14 | 0 | 13 | -5 | -26 | 5 | -0.4 | -1 | -1
